# RAM network inh – inhibitors of the yeast RAM network. S. cerevisiae dse1pr::URA3 reporter, 5-FOA growth OD615, 2 d; analog-sensitive cbk1-as2 kinase mutant strain. inhibition, % at 50 µM. AID 868. actives 1.8% (n = 190,000);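 active = inhibition above a set limit, 3 SD over mean compound inhibition, cut at about 8.4% in these data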;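 also: 0% = DMSO-only wells with no growth and 100% = 10 µM 1-NA-PP1 full growth; inhibition rescues growth on 5-FOA so higher OD means more RAM inhibition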
# PPARg SRC-2 ag – agonists of SRC-2 recruitment by human PPARgamma; P37231; PPARgamma LBD-SRC-2 recruitment, biochemical; activation, % at 8 µM; actives 0.34% (n = 200,000); in the data active = activation above about 22%;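 also: 0% = vehicle and 100% = reference agonist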
# STAT3 inh – inhibitors of IL-6 induced STAT3 signaling. U3A cells, IL-6 STAT3-luciferase reporter, luminescence; host cell line lacks STAT1. inhibition, % at 5.5 µM. actives 0.89% (n = 190,000). AID 862;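 active = inhibition above the mean inhibition across all screened compounds plus 3 SD, cut at about 44% in these data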;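 also: 0% = DMSO only wells and 100% = 100 µM nifuroxazide control wells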
# TR-FRET SRC-2 ct – flags TR-FRET format artefacts in PPARgamma SRC-2 recruitment agonist screen. TR-FRET artefact counter-screen; hits give high values. TR-FRET ratio at 8 µM. actives 0.4% (n = 200,000). AID 1049; in the data active = TR-FRET ratio above about 2000; also: inactives centre near 1500
# STAT1 blocker – STAT1 signaling inhibition; inhibition, % at 5.5 µM; actives 0.35% (n = 200,000); NIH 3T3 STAT1-luciferase reporter, IFN-gamma, luminescence;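 active = inhibition above a set limit, the mean inhibition across all tested compounds plus 3 SD, cut at about 34% in these data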;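 also: 0% = IFN-gamma with DMSO and 100% = IFN-gamma with 300 µM nifuroxazide; values of inactives mirror those of a sister screen read the other way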
# PPARg SRC-1 ag – PPARgamma-driven SRC-1 recruitment agonism; activation, % at 8 µM; actives 0.41% (n = 200,000); P37231; PPARgamma-SRC-1 coactivator recruitment biochemical assay; in the data active = activation above about 19%;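 also: 0% = DMSO and 100% = reference agonist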
# STAT3 activator – increases IL-6 driven STAT3 reporter signal; U3A cells, IL-6 STAT3-luciferase reporter, luminescence; 100% = signal with IL-6 EC80 alone; activation (% of control), % at 5.6 µM; actives 0.91% (n = 190,000);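 active = activation above the screen-wide mean of compound activation plus 3 SD, cut at about 130% in these data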;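 also: 0% = background luminescence of wells with medium and substrate only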
#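 Test system: human U3A cells carrying STAT3-luciferase construct; control set: IL-6-only wells as 100% reference; timing: compound pre-incubation 1 h before IL-6, then 6 h stimulation at 37 °C; also added: IL-6 stimulus at 33 ng/mL final; evaluation: % activation versus median of IL-6-stimulated wells; detection: reporter luminescence signal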
# S1P3 antag – blocks the human S1P3 receptor; CHO S1P3 NFAT-BLA reporter, FRET fluorescence, antagonist mode; actives 0.27% (n = 170,000); inhibition, % at 4.98 µM;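 active = inhibition above the plate cutoff, the mean inhibition of test wells on that plate plus 3 SD, cut at about 28% in these data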;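 also: cells challenged with S1P at its EC80 of 0.8 µM; blue over green emission ratio from cleaved BLA substrate after 4 h stimulation; 0% = S1P-stimulated wells and 100% = unstimulated DMSO-only wells; some compounds past the cut are filed as inactive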
# Target sequence (Q99500 whole entry, looked up): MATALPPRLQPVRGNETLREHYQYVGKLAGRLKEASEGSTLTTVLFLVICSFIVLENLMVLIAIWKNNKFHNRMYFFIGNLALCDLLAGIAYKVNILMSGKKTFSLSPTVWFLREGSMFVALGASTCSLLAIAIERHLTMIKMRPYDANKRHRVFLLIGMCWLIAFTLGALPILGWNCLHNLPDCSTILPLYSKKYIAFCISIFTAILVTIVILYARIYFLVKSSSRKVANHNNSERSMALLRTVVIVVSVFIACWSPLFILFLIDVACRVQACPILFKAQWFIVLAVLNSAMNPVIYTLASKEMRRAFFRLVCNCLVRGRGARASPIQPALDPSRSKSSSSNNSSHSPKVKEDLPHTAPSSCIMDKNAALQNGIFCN
# TLR4 MyD88 comp – inhibitors of human TLR4-MyD88 binding; AID 861; inhibition, % at 8.4 µM; O00206+Q99836; actives 0.18% (n = 200,000); HeLa CL3-4 TLR4/MyD88 BLA complementation, FRET ratio; in the data active = inhibition above about 25%;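 also: 0% = vehicle and 100% = reference inhibitor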
# ROMK mod – modulators of human ROMK potassium channel; P48048; Tet-inducible ROMK, thallium flux fluorescence; actives lie on both sides; B-score at 10 µM; actives 2% (n = 130,000); AID 1918;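 active = signal ratio slope over the read window, or its plate-corrected B-score, at least 3 SD from the plate mean, either direction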;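 also: B-score of the F/F0 ratio slope over 7 to 12 s after thallium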
# Target sequence (P48048 whole entry, looked up): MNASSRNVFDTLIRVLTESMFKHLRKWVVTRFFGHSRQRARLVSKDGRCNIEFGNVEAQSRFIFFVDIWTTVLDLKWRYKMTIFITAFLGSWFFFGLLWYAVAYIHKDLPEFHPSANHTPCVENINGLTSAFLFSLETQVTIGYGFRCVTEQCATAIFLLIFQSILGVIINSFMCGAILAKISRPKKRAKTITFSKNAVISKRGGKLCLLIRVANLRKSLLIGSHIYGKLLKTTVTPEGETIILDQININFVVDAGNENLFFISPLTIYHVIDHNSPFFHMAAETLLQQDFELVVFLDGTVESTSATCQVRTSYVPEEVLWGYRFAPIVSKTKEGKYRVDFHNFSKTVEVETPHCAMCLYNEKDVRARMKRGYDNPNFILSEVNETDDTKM
# PPARg SRC-3 ag – agonists of human PPARgamma SRC-3 coactivator recruitment; biochemical PPARgamma/SRC-3 coactivator recruitment assay; actives 0.26% (n = 200,000); AID 731; P37231; activation, % at 8 µM; in the data active = activation above about 23%;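 also: 0% = DMSO and 100% = reference agonist; some compounds past the cut are filed as inactive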
# Numbers without * were called inactive; / = no result given.
# The line under a structure holds: RAM network inh	PPARg SRC-2 ag	STAT3 inh	TR-FRET SRC-2 ct	STAT1 blocker	PPARg SRC-1 ag	STAT3 activator	S1P3 antag	TLR4 MyD88 comp	ROMK mod	PPARg SRC-3 ag
CCOC(=O)N1CCC(NC(=O)c2cnn3c2NC(c2ccco2)CC3C(F)(F)F)CC1 (stereo not drawn)
  0.4	-4	1	1426	3	-2	99	14	-8	/	-10
Cn1nc(C(=O)Nc2ccc(S(=O)(=O)N3CCCCC3)cc2)c2ccccc2c1=O
  3.5	-3	17	1659	7	-1	89	4	-4	0.58	-1
O=[N+]([O-])c1cccc(C(=Nc2ccccc2Cl)NO)c1
  2.5	-1	10	1739	3	-5	96	/	3	/	9
COC(=O)c1c(NC(=O)CN(c2ccc(C)c(C)c2)S(C)(=O)=O)sc2c1CCCC2
  4.4	-8	1	1493	11	0	101	-15	1	-0.12	4
CCOC(=O)Cn1nc(/C=C/c2ccc(C)cc2)ccc1=O
  1.9	12	10	1754	-5	1	97	/	0	/	11
CCOc1cc(C=O)ccc1OCCCN1C(=O)NC(C)(C)C1=O
  1.3	-3	4	1558	-2	-1	100	/	-5	/	10
Nc1nnc(SCc2cccc(C(F)(F)F)c2)s1
  -0.3	9	10	1635	-8	4	99	-10	-6	/	4
O=C(C1CCN(S(=O)(=O)c2cccnc2)CC1)N1CCN(c2ccccc2Cl)CC1
  2.0	-5	-1	1552	-3	5	101	/	-1	-0.24	4
CCCNC(=S)Nc1ccc(CC(=O)OC)cc1
  2.9	0	2	1515	10	8	95	-18	3	/	8
O=C(Nc1cccc2ccccc12)c1cn(-c2ccccc2)nc1-c1cccs1
  6.4	7	10	2231*	-4	-1	93	/	6	/	6
CC(=O)c1cc(C)ccc1OC(=O)CCN1C(=O)C2C3c4ccccc4C(c4ccccc43)C2C1=O (stereo not drawn)
  5.0	1	-1	1467	-4	-10	105	/	-10	/	2
C=CCn1c(SCC(=O)NCC(=O)OCC)nnc1-c1cccc(OC)c1
  0.6	2	10	1623	-1	5	100	-16	-15	/	2
O=c1cc[nH]c2cc(C(F)(F)F)ccc12
  1.4	2	11	1653	10	-1	97	2	-7	0.046	5
CCOC(=O)CC(C#N)c1c[nH]c2ccccc12 (stereo not drawn)
  1.2	6	19	1368	5	4	86	10	-10	/	12
Cc1noc(C(=O)NCc2cccnc2)c1Cl
  0.2	2	-9	1657	-1	8	107	5	5	/	3
O=C1CN(C(=O)c2cnccn2)c2ccccc2N1
  3.3	8	-6	1690	1	4	108	-30	11	/	14
c1ccc2c(c1)ncn2CCCCOc1ccc2c(c1)CCC2
  1.1	-8	25	1476	0	0	79	/	4	0.22	-5
COCCNc1cc(C)nc2cc(-c3ccc(C)cc3)nn12
  1.2	1	12	1635	-23	5	92	9	-18	-1	0
Cc1cccc(Nc2nnc(C)c(=O)n2N)c1
  1.9	7	7	1683	3	8	97	/	-8	/	-5
Cc1cc(/C=C2/C(=O)N(C)C(=S)N2C)c(C)n1C1CC1
  4.4	22*	-8	1763	4	3	104	3	-7	-1	-1
Cc1nn(CC(=O)NCCN2CCOCC2)c(=O)c2ccccc12
  3.4	4	-3	1473	-3	5	106	/	7	-0.061	11
O=C(CSc1nnc(-c2ccccn2)n1Cc1ccccc1)NC1CCCC1
  -0.3	-8	2	1536	-6	-1	103	-8	-4	/	2
O=S(=O)(Nc1nccs1)c1ccc(NS(=O)(=O)c2cccs2)cc1
  0.8	3	4	1508	-2	4	97	2	2	/	-10
CCN(CC)C(=O)CSc1nnc(CCNC(=O)OC(C)(C)C)o1
  0.2	4	9	1531	9	-2	96	-30	-5	/	-1
CC/C(=N\NC(=O)Nc1ccccc1)c1ccccc1
  3.4	3	12	1606	-11	9	92	3	-16	-0.13	0
OCC(O)CSc1nc(-c2ccccc2)nc2c1CCC2 (stereo not drawn)
  1.5	2	8	1711	7	4	96	-6	-17	/	-1
Cn1c(=O)oc2cc(S(=O)(=O)N3CCC(C(=O)N4CCN(c5ccccc5)CC4)CC3)ccc21
  5.5	-3	-4	1410	-2	-2	103	-2	-6	/	2
Cc1ccc(CNC(=O)C2(NC(=O)Nc3ccc(C)cc3)CCCCC2)cc1
  4.2	-5	0	1421	6	0	102	/	4	/	9
NC(=O)C1CCN(C(=O)c2ccc(Oc3ccccc3)cc2)CC1
  1.9	1	-12	1570	-2	0	118	/	1	/	-4
O=C(O)C1=C[C@H](c2ccccc2)C[C@H](OCc2ccc(CO)cc2)O1
  2.8	10	/	1606	-6	9	/	-16	-8	/	7
Cc1ccc([N+](=O)[O-])cc1NC(=O)C1CCN(S(C)(=O)=O)CC1
  0.4	1	5	1586	-3	3	99	2	4	0.76	2
COCc1cc(=O)n2[nH]c(C)cc2n1
  0.4	-3	6	1503	-5	4	100	-14	-4	/	-8
Cc1ccc(Cn2cc(C(=O)c3ccc(F)cc3)c(=O)c3cc4c(cc32)OCCO4)cc1
  10*	7	0	1484	-5	0	100	2	-14	0.12	3
CCSc1ccccc1C(=O)Nc1cccc(OC)c1
  -1.1	5	9	1624	-3	-5	92	25	-8	-0.47	1
COc1cc(S(=O)(=O)N2CCOCC2)ccc1NC(=O)COc1ccc(N(C)S(=O)(=O)c2ccc(C)cc2)cc1
  7.5	1	-1	1307	12	-4	106	-15	-4	-1.7	-2
Cc1[nH]n(-c2ccccc2)c(=O)c1C(c1ccc(C(=O)O)cc1)c1c(C)[nH]n(-c2ccccc2)c1=O
  3.1	-6	4	1543	0	8	100	-3	1	-0.042	7
CCOc1ccccc1OCC(=O)NNC(=S)NC1CCCCC1
  2.1	12	11	1631	5	3	96	-8	6	-0.012	3
CCO[C@H]1OC(C(=O)O)=C[C@@H](c2ccc(C(F)(F)F)cc2)[C@@H]1CCCO
  1.5	9	/	1653	-4	6	/	-11	0	/	2
CCc1cccc(C)c1NC(=O)Cn1c(NCCO)nc2ccccc21
  -0.4	0	-10	1638	-2	2	104	-2	-5	/	-6
Cc1cc(Cl)ccc1Oc1nc(-c2ccccc2)ncc1S(C)(=O)=O
  3.8	-4	-6	1647	2	0	110	/	-3	/	0
Cc1cccc(C)c1N1CCN(S(=O)(=O)c2ccc(F)cc2)CC1
  9.2*	6	5	1597	3	1	99	-9	9	-0.052	-11
CCOc1cc(N2CCOCC2)c(OCC)cc1NC(=O)Cc1cn2ccsc2n1
  2.3	4	-3	1457	7	6	106	-15	4	0.51	0
N#Cc1c(N)nc2c3c(sc(=N)c2c1N)NC(=O)CC3c1ccccc1Cl (stereo not drawn)
  3.2	7	-6	1401	0	-3	107	/	9	/	0
C/C(=C\C(=O)Nc1cc(C)on1)c1ccccc1
  -1.5	-3	18	1555	-24	-7	88	1	10	/	-3
CCOC(=O)N1CCN(C(=O)c2ccccc2CCc2ccccc2)CC1
  2.2	14	3	1656	7	-1	100	11	-20	/	6
O=C1CC(c2ccccc2)=Nc2ccccc2N1
  1.1	4	8	1662	4	5	94	/	-6	/	15
Cc1ccc(C)c(NC(NC(=O)c2ccccn2)C(Cl)(Cl)Cl)c1 (stereo not drawn)
  0.9	-4	-2	1472	-2	2	103	1	-7	1.6	-2
CSc1ccccc1NC(=O)CN(C)CC(=O)Nc1cccc(Br)c1
  1.2	9	6	1637	11	8	102	-12	-2	-0.66	1
COc1cc(C)c(S(=O)(=O)N2CCN=C2c2ccccc2)cc1C
  0.4	-10	-4	1506	-4	-4	105	-9	-5	-1	2
CN1CCN(c2ccccc2NC(=O)COc2ccc(Br)cc2)CC1
  0.9	-4	8	1414	3	-8	93	/	7	-2.3	-1
O=C(NC(=S)Nc1cccc(CO)c1)c1ccc(-c2ccccc2)cc1
  4.8	5	19	1665	-18	0	84	-8	1	0.53	8
Cc1cccc2cc(CN(Cc3ccc(F)cc3)C(=O)N(C)C)c3nnnn3c12
  1.7	7	3	1649	7	8	99	/	-12	/	11
CCCOc1ccc(CNCCCOCC)cc1OC
  0.9	-4	4	1583	2	1	102	5	10	-0.74	0
CC(=O)Nc1ccc(OCC(O)Cn2c3ccccc3c3ccccc32)c(C)c1 (stereo not drawn)
  7.0	4	8	1542	15	9	100	/	-12	1.2	8
COc1ccc(S(=O)(=O)N2CC=C(C(=O)Nc3ccc(NC(C)=O)cc3)CC2)cc1
  4.2	5	3	1669	0	1	102	-11	6	-0.12	4
Nc1ccc2oc3ccc(N)cc3c(=O)c2c1
  0.9	9	16	1683	-52	6	87	/	-6	-0.41	4
COc1cccc(CC(=O)Nc2nc3c(s2)C(=O)CC(C)(C)C3)c1
  1.3	0	10	1694	5	-1	97	1	-9	0.12	0
CCSc1nnc(-c2ccccc2N=Cc2c(C)[nH]n(-c3ccccc3)c2=O)c(=O)[nH]1
  0.7	2	-4	1595	-2	2	102	4	1	0.76	1
CC(C)Nc1ncnc2c1cnn2-c1ccc(Cl)cc1
  0.5	8	55*	1641	5	-4	55	-21	-8	/	8
COc1ccc(OC)c(CN2CCN(c3ccccc3OC)CC2)c1
  1.8	-11	12	1507	9	2	95	28	-5	/	-6

# Next entries follow:
# The line under a structure holds: RAM network inh	PPARg SRC-2 ag	STAT3 inh	TR-FRET SRC-2 ct	STAT1 blocker	PPARg SRC-1 ag	STAT3 activator	S1P3 antag	TLR4 MyD88 comp	ROMK mod	PPARg SRC-3 ag
CCOC(=O)c1cc2occc2n1CC(=O)NCCOC
  -1.3	4	3	1504	4	-1	100	/	18	/	-3
CCOc1cc(CNCCc2ccc(S(N)(=O)=O)cc2)cc(Cl)c1OCc1ccccc1
  0.8	4	31	1557	17	1	80	/	10	-2.3	15
CCc1ccccc1NC(=O)CN(c1cccc(OC)c1)S(C)(=O)=O
  -0.1	-5	7	1685	6	-4	97	-18	0	-1	-3
C=CCn1c(Cc2c(C)[nH]c3ccccc23)nnc1SCC(=O)NCc1ccc(F)cc1
  1.3	0	-3	1449	-1	1	104	/	-6	/	2
COc1ccc(C2C(C(=O)Nc3ccccc3OC)=C(C)Nc3ncnn32)cc1 (stereo not drawn)
  0.6	-1	3	1469	-2	4	105	-9	-2	/	-8
CCc1nc2ccccc2n1Cc1ccc(F)cc1
  0.4	-9	11	1451	1	2	100	-1	-1	-1.4	1
COc1ccc(CCC(=O)OCC(=O)c2ccc(C)cc2)cc1
  2.5	6	5	1569	-5	4	103	-21	5	-0.6	6
CCCCN1Cc2cc(C(=O)c3cc(OC)ccc3O)cnc2NC1=O
  3.2	2	4	1703	-6	-1	100	/	8	/	2
Cc1cc(C)n(Cc2cnc(N3CCOCC3)s2)n1
  0.4	-5	7	1557	-7	0	94	-6	-9	-0.22	0
